Cneo AK release: Cryptococcus neoformans cell lysis inducers, primary screen, AK release luminescence, single concentration; actives 0.2% (n = 360,000); C. neoformans lysis, adenylate kinase release luminescence, 4 h; normalised: neutral wells 0, clomiphene wells 100; lysis activity, % at 15 µM; AID 651654, 2012;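 active means mean lysis activity across replicates of at least 80%, whatever share of replicates individually reach that level; inactive means mean lysis activity below 80%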
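Assay system: Cryptococcus neoformans yeast cells / Dosing: single-point compound dose / Timing: 4 h at 37 °C static, read 1 h later / Measured by: luminescence of released adenylate kinase using an AK detection reagent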
PGC1a acetyl inh: inhibitors of PGC1a acetylation signal, primary screen, cell-based, U2OS, AlphaScreen, inhibitor mode. AlphaScreen anti-acetyl-lysine; with virally co-expressed GCN5 acetyltransferase. inhibition, % at 15.6 µM. actives 0.17% (n = 350,000). AID 651687, 2012;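 active means every replicate shows inhibition of at least 40%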;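 further: 0% = neutral control wells and 100% = positive control wells; some results beyond the cut were filed as inactive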
INS-1E GSIS act: GLuc luminescence reporter in INS-1E cells, primary screen for activators of glucose-dependent secretion of insulin. INS-1E GLuc reporter insulin secretion, 2-3 h. activation, % at 16.6 µM. actives 0.61% (n = 370,000). AID 743287, 2014;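 active means lowest replicate activation of at least 40%, so every replicate reaches that level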;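 further: 0% = median of neutral control wells and 100% = median of IBMX positive control wells; some compounds called inactive have numbers as strong as hits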
PglD inh: C. jejuni PglD acetyltransferase inhibitors, primary screen, biochemical, DTNB colorimetric, single point. purified PglD enzyme, DTNB colorimetric CoA detection. actives 0.098% (n = 360,000). UDP-N-acetylbacillosamine N-acetyltransferase PglD (Campylobacter jejuni). inhibition, % at 12.5 µM; in the data active means inhibition above about 16%, passing the limit was not always enough; further: strong numbers were not always called active
ARNT TACC3 PPI: disruptors of ARNT/TACC3 protein interaction, primary screen, biochemical, AlphaScreen, single concentration; Transforming acidic coiled-coil-containing protein 3 (Homo sapiens), Q9Y6A5; AlphaScreen His-ARNT PAS-B/GST-TACC3 binding, luminescence; TACC3 fragment carries E629A point mutation; inhibition, % at 9.99 µM; actives 0.66% (n = 390,000); AID 623870, 2012;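 active means mean inhibition of replicates at least 50% and at least half of replicates each reaching 50%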;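 further: 0% = complete ARNT plus TACC3 wells and 100% = ARNT alone without TACC3; many hits fall short of the cut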
Statin myotox sup: suppressors of statin myotoxicity in C2C12 myotubes, primary screen, cell-based, single point, plate reader; actives 0.78% (n = 330,000); C2C12 myotubes + simvastatin, ATP luminescence, 48 h; scaled: DMSO 0, geranylgeraniol control 100; rescue of ATP level, % at 7.49 µM;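 active means mean ATP rescue above about 67%, or every replicate alone reaching that limit, limit read from the data, passing the limit was not always enough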;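 further: myotubes were challenged with 10 µM simvastatin during compound exposure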
PAX8 inh HTS: inhibitors of PAX8-driven TPO luciferase reporter, primary screen, RMG-I cells, single concentration | inhibition, % at 12.6 µM | SteadyGlo, 24 h | AID 652154, 2013 | actives 1.2% (n = 360,000);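 active means mean replicate inhibition at least 60% with every replicate also reaching 60%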;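 further: luciferase light reporting Pax8 driven TPO promoter activity; plate controls were median of neutral control wells for no effect and mitoxantrone controls for full effect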
LGR2 inh: inhibitors of bursicon-induced LGR2 CRE-luciferase signal, primary screen, cell-based, HEK293, CRE-luciferase reporter, bursicon stimulation | bursicon-stimulated, 4 h | inhibition, % at 9.99 µM | actives 0.35% (n = 380,000);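 active means drop in luminescence signal, shown as inhibition above about 50% in the replicate tests, limit read from the data, passing the limit was not always enough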;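 further: agonist challenge used bursicon conditioned medium at about half maximal strength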
An asterisk follows results filed as active; · = no result given; & = joins results of further samples.

SMILES	Cneo AK release	PGC1a acetyl inh	INS-1E GSIS act	PglD inh	ARNT TACC3 PPI	Statin myotox sup	PAX8 inh HTS	LGR2 inh
CCCn1c(SCC(=O)Nc2ccc(S(=O)(=O)N(C)C)cc2)n[nH]c1=O	0	2	10	·	-6	7	-5	10
COc1ccccc1-c1ccc2c(c1)O[C@@H](CN(C)C)[C@H](C)CN([C@@H](C)CO)S2(=O)=O	0	2	17	1	-2	-24	·	-13
CN(C(=O)COC(=O)C1CCN(S(=O)(=O)c2c(Cl)cccc2Cl)CC1)c1ccccc1	-5	·	-34	-1	-5	2	-5	18
O=C(COC(=O)c1ccccn1)Nc1nc(-c2cccc([N+](=O)[O-])c2)cs1	-2	5	3	-2	1	·	-41	-10
COc1ccc(NC(C)=O)cc1NC(=O)CN1CCN(C2c3ccccc3-c3ccccc32)CC1	-2	9	·	-7	-15	0	·	·
CCN(CC)c1ccc(NC(=O)CCS(=O)(=O)c2cccc3nsnc23)c(C)c1	·	-15	-1	·	5	·	24	2
CC(=O)c1nnn(-c2cccc(C#N)c2)c1C	-1	·	13	3	6	3	-18	0
CCOC(=O)c1sc(=S)n(C)c1N	3	-9	·	4	3	·	·	·
Cn1nc(C(F)(F)F)c(C#N)c1N1CCN(c2ccc(F)cc2)CC1	2	11	·	0	-3	10	·	·
C[C@H](CO)N1C[C@H](C)[C@H](CN(C)Cc2ccncc2)Oc2ncc(/C=C/c3ccccc3)cc2C1=O	-1&1	6&17	-7	-1&0	0&1	19&7	·	10
Cc1noc(C)c1S(=O)(=O)Nc1ccc2c(c1)C(=O)N([C@H](C)CO)C[C@@H](C)[C@H](CN(C)C(=O)Nc1ccccc1)O2	-2	-1	-9	-2	-3	·	·	-13
O=C1COc2ccc(S(=O)(=O)N3CCC(C(=O)NCc4ccc(F)cc4)CC3)cc2N1	-9	-6	7	9	7	4	-7	-11
CCOc1cc2[nH]c(=O)n(CCCCCC(=O)NCc3ccco3)c(=O)c2cc1OCC	1	6	·	-3	·	0	·	·
O=C(COc1ccc2ccc(=O)oc2c1)N1CCN(c2ccc(F)cc2)CC1	0	-32	2	-3	2	2	11	8
Cc1ccc(S(=O)(=O)N(C)C[C@@H]2OCCCC[C@H](C)Oc3ccc(NS(=O)(=O)c4cccs4)cc3C(=O)N([C@@H](C)CO)C[C@@H]2C)cc1	0	-10	1	5	8	·	46	9
O=C(C[C@@H]1CC[C@@H]2[C@H](COC[C@H](O)CN2C(=O)c2ccc(F)cc2)O1)NC1Cc2ccccc2C1	0	-9	3	-2	3	-2	7	18
NS(=O)(=O)Cc1noc2ccccc12	1&-1	7	-10	4&-1	0&-2	8&-6	4&-11	7&5
C[C@@H](O)C#Cc1ccc([C@H]2[C@H](CO)N3CCCCN(C(=O)c4ccc5c(c4)OCO5)C[C@@H]23)cc1	2	2	11	-1	-2	-14	-32	7
CCN1CSC(=S)N(Cc2ccc(OC)cc2)C1	·	1	7	·	0	33	13	8
CN(C)CCCNC(=O)C[C@@H]1CC[C@H]2[C@@H](COC[C@@H](O)CN2Cc2ccc(Cl)c(Cl)c2)O1	-6	2	-1	-2	·	-5	-3	13
Cc1noc(C)c1S(=O)(=O)N(C)C[C@@H]1Oc2c(NC(=O)c3ccc(-c4nccs4)cc3)cccc2C(=O)N([C@@H](C)CO)C[C@H]1C	2	1	13	1	·	1	·	0
CCOc1ccc(NS(=O)(=O)c2cc(NC(=O)c3cccc(C)c3)ccc2Cl)cc1	·	·	-18	·	15	·	19	11
CCCN(C)C[C@H]1Oc2cc(C#Cc3cccnc3)ccc2S(=O)(=O)N([C@H](C)CO)C[C@@H]1C	-1	-4	-10	-1	2	-3	·	4
Cc1cccc(N2CCN(C(=O)c3cccn4c(=O)c5c(C)c(C)sc5nc34)CC2)c1C	-1	5	156*	3	0	·	·	·

Sorted by heavy-atom count (low to high): some entries from above
SMILES	Cneo AK release	PGC1a acetyl inh	INS-1E GSIS act	PglD inh	ARNT TACC3 PPI	Statin myotox sup	PAX8 inh HTS	LGR2 inh
NS(=O)(=O)Cc1noc2ccccc12	1&-1	7	-10	4&-1	0&-2	8&-6	4&-11	7&5
CCN1CSC(=S)N(Cc2ccc(OC)cc2)C1	·	1	7	·	0	33	13	8
COc1ccccc1-c1ccc2c(c1)O[C@@H](CN(C)C)[C@H](C)CN([C@@H](C)CO)S2(=O)=O	0	2	17	1	-2	-24	·	-13
CCOc1cc2[nH]c(=O)n(CCCCCC(=O)NCc3ccco3)c(=O)c2cc1OCC	1	6	·	-3	·	0	·	·
COc1ccc(NC(C)=O)cc1NC(=O)CN1CCN(C2c3ccccc3-c3ccccc32)CC1	-2	9	·	-7	-15	0	·	·
Cc1noc(C)c1S(=O)(=O)N(C)C[C@@H]1Oc2c(NC(=O)c3ccc(-c4nccs4)cc3)cccc2C(=O)N([C@@H](C)CO)C[C@H]1C	2	1	13	1	·	1	·	0
Cc1ccc(S(=O)(=O)N(C)C[C@@H]2OCCCC[C@H](C)Oc3ccc(NS(=O)(=O)c4cccs4)cc3C(=O)N([C@@H](C)CO)C[C@@H]2C)cc1	0	-10	1	5	8	·	46	9

(continued)
SMILES	Cneo AK release	PGC1a acetyl inh	INS-1E GSIS act	PglD inh	ARNT TACC3 PPI	Statin myotox sup	PAX8 inh HTS	LGR2 inh
C[C@@H]1CN([C@H](C)CO)C(=O)c2cccc(NC(=O)Nc3ccc(F)cc3)c2O[C@H]1CN(C)Cc1ccc(C(=O)Nc2ccccc2N)cc1	·	-1	8	·	·	·	0	-5
COCCNC(=O)C(c1ccc(O)cc1)N(Cc1cccs1)C(=O)CCC(=O)Nc1ccccn1 (stereo not drawn)	-1	5	7	-1	-3	1	0	-1
COc1ccc(NS(=O)(=O)c2cccc(C(=O)NNC(=O)CNC(=O)c3ccccc3F)c2)cc1	-1	-8	-4	3	1	8	4	-3
COc1ccc(CNCCc2ccc(Cl)cc2)cc1OCc1ccccc1	17	7	·	2	7	-29	·	·
NNC(=O)c1nc[nH]c1C(=O)Nc1ccccc1	-4	6	7	1	-2	-6	8	-5
CCCN1CCN(C(=O)CCc2nnc3ccc(N4CCN(c5cccc(OC)c5)CC4)nn23)CC1	1	·	10	0	4	8	-1	4
CC(=O)N1CCN(c2ccc(Oc3nc(-c4ccccc4)nc4ccccc34)cc2)CC1	·	1	·	·	9	10	-9	-6
CN(C)S(=O)(=O)c1cc(NC(=O)COC(=O)c2nc(Cl)ccc2Cl)ccc1Cl	-2	-8	-5	0	·	-13	7	-11
O=C(C[N+]1(CC#Cc2ccccc2)CCOCC1)c1ccccc1	·	·	23	·	0	·	2	9
C[C@@H]1CN([C@@H](C)CO)C(=O)c2cccc(NC(=O)Nc3ccc(F)cc3)c2O[C@@H]1CN(C)C	-4	3	7	1	-8	-5	6	23
CS(=O)(=O)NN1C(=O)c2ccccc2NC12CCCC2	·	-5	5	·	-2	-1	16	18
CCCNC(=O)Nc1ccc2c(c1)C(=O)N(C)C[C@@H](OC)[C@@H](C)CN(Cc1ccncc1)[C@@H](C)CO2	-4	-2	-1	3	2	-1	-2	-3
COC[C@H]1CCCN1[C@H]1CS(=O)(=O)N[C@@H]1COCc1ccccc1	1	8	12	-1	·	4	10	17
COc1ccc(N2C(=O)CSC2c2ccccc2)cc1 (stereo not drawn)	2	7	7	9	-22	18	-6	-6
C[C@@H]1CCCCO[C@H](CN(C)S(=O)(=O)c2cccs2)[C@@H](C)CN([C@@H](C)CO)C(=O)c2cc(NS(=O)(=O)c3cn(C)cn3)ccc2O1	3	-9	-4	-1	0	·	-5	7
Cc1[nH]n(-c2ccccc2)c(=O)c1C(c1ccc(O)c([N+](=O)[O-])c1)c1c(C)[nH]n(-c2ccccc2)c1=O	-7	13	·	-3	10*	-7	9	·
CCCNC(=O)C[C@H]1C[C@@H]2c3cc(NC(=O)CC4CC4)ccc3O[C@@H]2[C@H](CO)O1	18	3	-6	5	0	-1	·	7
Cc1cccn2c(=O)c3cc(C(=O)N4COCC4(C)C)sc3nc12	·	2	10	·	12	·	23	2
O=c1c2c3c(sc2nc2n1CCCC2)CCCC3	-2	1	·	6	2	4	·	·
O=C(CC1CC1)Nc1ccc2c(c1)[C@H]1C[C@@H](CC(=O)NC3CCCC3)O[C@@H](CO)[C@H]1O2	1	-2	-4	2	-2	-5	4	-4
COc1ccc(S(=O)(=O)N2C[C@@H](O)COC[C@H]3O[C@@H](CC(=O)N[C@H]4CCN(Cc5ccccc5)C4)CC[C@@H]32)cc1	2	-5	9	-1	2	5	2	32
CN1CCN(C(=O)C2=C[C@@H](c3ccc4c(c3)OCO4)C[C@@H](OCCCCO)O2)CC1	-5	6	·	1	-3	·	-7	·
COc1ccccc1NC(=O)NC1CC(=O)N(c2ccc3c(c2)OCCO3)C1 (stereo not drawn)	0	-5	-3	6	4	2	0	7
Cc1ccc(C(=O)C2C(=O)C3CCC2C3)cc1 (stereo not drawn)	1	-10	·	5	·	5	26	63*
Cc1ccc(NCc2ccccc2OCc2ccccc2F)cc1	1	-11	·	2	-1	9	·	·
Cc1nc(NS(=O)(=O)c2ccccc2)sc1C(=O)NNS(=O)(=O)c1ccccc1	0	-2	9	-4	-4	51	-9	1
C[C@@H]1CN([C@H](C)CO)C(=O)c2cc(C3=CCCCC3)cnc2O[C@@H]1CN(C)Cc1ccccc1F	0	-4	-18	-2	1	115*	12	-2
COc1ccc(NC(=O)COc2ccccc2)cc1Cl	-2	-6	1	-3	0	10	-22	-10
CCCCn1c(N)c(N(CCOC)C(=O)c2ccc(C)o2)c(=O)[nH]c1=O	·	·	9	·	-3	·	3	3
CC(=O)OCc1c(C(F)(F)F)nn(C)c1Oc1ccccc1	5	18	·	-6	1	-3	·	·
O=C(Nc1ccc(Cl)cc1)c1ccc(-n2cncn2)c([N+](=O)[O-])c1	-3	9	·	0	4	-43	·	·
O=C(Cn1cnc2c(nnn2-c2ccccc2)c1=O)N1CCC(Cc2ccccc2)CC1	-4	-13	·	-2	-9	-6	12	2
CCC1(c2ccccc2)NC(=O)N(CC(=O)Nc2ccc3c(c2)OCO3)C1=O (stereo not drawn)	14	2	-37	-3	-18	·	·	-13
CCN(CC)C(=O)CSc1nnc(-c2cc(-c3ccc(Cl)cc3)nc3ccccc23)o1	·	-13	-1	·	-15	-12	16	·

An unsorted share of the library; 2.9% or so of the library scored in one or more.
